# Assay outcomes: PubChem BioAssay, several laboratories
# HTRA1 inhibitor = HTRA1 serine protease inhibitors, primary screen, biochemical, fluorescence polarization, HTS; Q92743; recombinant HTRA1, FP-rhodamine activity-based probe; inhibition, % at 5.96 µM; 340,000 tested, 0.5% active; AID 504803, 2011; in the data active means inhibition above about 36%;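 further: 0% = enzyme with DMSO and 100% = wells lacking enzyme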
# LEDGF integ inh = blockers of LEDGF/p75-dependent integrase strand transfer – biochemical, TR-FRET, high throughput, primary screen. 370,000 tested, 0.64% active. TR-FRET IN-LEDGF/p75 DNA integration, Eu/Cy5. inhibition, % at 3.7 µM;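 active means inhibition above the screen-wide mean plus 3 SD, cut at about 13% in these data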;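 further: signal is the Cy5 over europium emission ratio at 671 and 618 nm; 0% = plate median of compound wells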
# NR1D1 modulator = modulators of Rev-erb alpha DNA binding, primary screen, biochemical, FITC-DNA, fluorescence polarization, uHTS. Nuclear receptor subfamily 1 group D member 1 (Homo sapiens), P20393. activity, % at 10 µM. 370,000 tested, 0.79% active. Rev-erbα–FITC-DNA binding, 90 min;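 active means activity above about 14%, limit read from the data; passing the limit was not always enough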;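 further: 0% = DMSO wells with 35 nM protein and 100% = DMSO wells with 750 nM protein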
# PG9 Ab binder = binders of HIV-1 gp120 antibody PG9, primary screen, biochemical, TR-FRET | TR-FRET gp120-PG9 antibody binding | HIV-1 gp120 / PG9 antibody interaction | inhibition, % at 6.7 µM | 360,000 tested, 0.43% active; in the data active means inhibition above about 8.5%
# PRMT1 inh = PRMT1 methyltransferase inhibitors, primary screen, biochemical, fluorescence polarization; Protein arginine N-methyltransferase 1 (Homo sapiens), Q99873; recombinant PRMT1, activity-based probe fluorescence polarization; inhibition, % at 2.79 µM; 370,000 tested, 1.3% active;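 active means inhibition above about 21% made by adding two undisclosed values, limit read from the data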
# Target sequence (Q99873 whole entry, looked up): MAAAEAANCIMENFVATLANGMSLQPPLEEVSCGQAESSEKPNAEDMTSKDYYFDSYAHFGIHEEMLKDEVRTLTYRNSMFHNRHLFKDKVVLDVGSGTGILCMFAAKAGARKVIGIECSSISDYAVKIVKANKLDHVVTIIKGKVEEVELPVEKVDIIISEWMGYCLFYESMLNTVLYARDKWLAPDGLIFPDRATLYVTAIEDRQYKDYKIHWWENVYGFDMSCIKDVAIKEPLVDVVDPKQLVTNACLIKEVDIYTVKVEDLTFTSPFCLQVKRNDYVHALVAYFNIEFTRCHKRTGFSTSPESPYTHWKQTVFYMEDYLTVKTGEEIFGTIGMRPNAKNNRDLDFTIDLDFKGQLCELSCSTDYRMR
# UHRF1 binding = UHRF1 methylated DNA binding inhibitors, primary screen, counter-screen for MBD2 inhibitor project, biochemical, TR-FRET, human UHRF1, single concentration; E3 ubiquitin-protein ligase UHRF1 (Homo sapiens), Q96T88; UHRF1 binding to methylated oligo; inhibition, % at 4.4 µM; 370,000 tested, 0.75% active; AID 687016, 2013; in the data active means inhibition above about 21%;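 further: UHRF1 SRA domain binding a hemimethylated CpG hairpin DNA probe; 0% = median of test compound wells and 100% = reference inhibitor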
# MBD2 inh = inhibitors of MBD2 binding to methylated DNA, primary screen, biochemical, TR-FRET, DNA-binding domain, human; Methyl-CpG-binding domain protein 2 (Homo sapiens), Q9UBB5; MBD2 binding to methylated oligonucleotide; inhibition, % at 4.4 µM; 370,000 tested, 0.31% active; in the data active means inhibition above about 13%
# Target sequence (Q9UBB5 whole entry, looked up, the tested form may be a part): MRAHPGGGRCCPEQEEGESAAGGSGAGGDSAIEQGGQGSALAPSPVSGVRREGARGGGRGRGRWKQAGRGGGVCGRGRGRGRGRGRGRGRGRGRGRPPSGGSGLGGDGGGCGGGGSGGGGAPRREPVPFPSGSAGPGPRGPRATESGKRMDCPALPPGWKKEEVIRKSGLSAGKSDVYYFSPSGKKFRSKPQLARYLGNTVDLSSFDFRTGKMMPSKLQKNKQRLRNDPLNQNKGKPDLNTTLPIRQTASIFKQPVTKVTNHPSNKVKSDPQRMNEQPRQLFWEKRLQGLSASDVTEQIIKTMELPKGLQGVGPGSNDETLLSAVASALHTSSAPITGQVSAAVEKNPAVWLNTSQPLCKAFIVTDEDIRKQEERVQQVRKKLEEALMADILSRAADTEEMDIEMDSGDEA
# TCR-CD3 inh = inhibitors of human TCR-CD3 interaction, primary screen, biochemical, fluorescence, TAMRA-labeled TCR probe; T-cell receptor (TCR); inhibition, % at 9.4 µM; 360,000 tested, 0.37% active; in the data active means inhibition above about 19%;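 further: recombinant mutant TCR 2C K166C tagged with TAMRA read by polarization; 0% = receptor in buffer alone and 100% = receptor with positive control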
# ABHD4 inh = ABHD4 inhibitors, primary screen, biochemical, fluorescence polarization, mouse. 370,000 tested, 0.54% active. inhibition, % at 8.92 µM. AID 720543, 2013. purified mABHD4, FP-Rh probe fluorescence polarization;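 active means inhibition exceeding the mean over every tested compound plus 3 SD, cut at about 30% in these data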;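 further: 0% = plate median of compound wells and 100% = S159A mutant with DMSO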
#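 system = mouse ABHD4 enzyme, wild type | medium = HEPES pH 7.0, NaCl, Pluronic buffer | also added = FP-Rh probe | incubation = Enzyme–compound pre-incubation 45 min, then probe 60 min, both 25 °C | technique = fluorescence polarization, excitation 525 nm, emission 598 nm, BODIPY TMR filters | controls = S159A mutant high control, sample median low control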
# rCAG RNA binder = binders of r(CAG) RNA repeats, primary screen, biochemical, fluorescence; r(CAG) RNA repeat, TO-PRO-1 dye displacement fluorescence; 370,000 tested, 1.3% active; inhibition, % at 3 µM; AID 651821, 2012;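 active means inhibition above the plate cutoff, the mean of all test compounds on that plate plus 3 SD, cut at about 35% in these data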;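 further: 0% = DMSO alone and 100% = 100 µM mitoxantrone as full dye displacement; higher means more dye released from RNA so lower well fluorescence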
# Starred values were filed as active, the others as inactive; . = no result given. Some of the compounds tested; rates above refer to the full screens.
SMILES,HTRA1 inhibitor,LEDGF integ inh,NR1D1 modulator,PG9 Ab binder,PRMT1 inh,UHRF1 binding,MBD2 inh,TCR-CD3 inh,ABHD4 inh,rCAG RNA binder
CCC(CC)c1nnc(NC(=O)c2cccnc2SC)s1,-10,4,8,0.9,0,2,-2,-2,-3,-3
COc1ccccc1CCNC(=O)c1ccccc1SCC(=O)N1CCCC1,-1,-2,11,2.1,5,7,7,-4,2,3
CC(=O)Nc1ccc(S(=O)(=O)NNC(=O)c2cccc(Cl)c2)cc1,6,1,-1,0.8,12,-1,-1,3,2,3
CCC/C(=N\NC(=O)c1cccc(C)c1)c1ccccc1,-3,4,-5,-1.5,-2,33*,0,3,1,-2
C/C(N)=C(/C#N)C(=O)COC(=O)c1ccccc1O,6,2,5,-1.6,-1,2,5,-3,5,-1
CN(C)C(=O)c1cn(-c2ccccc2)nc1-c1cc2ccccc2o1,-19,-1,2,-1.8,0,4,1,6,-6,-6
O=C(NCc1ccco1)c1cc(-c2ccccc2)nc2ccccc12,-11,5,-1,-2.9,0,-4,0,1,3,-1
Cc1ccc(NC(=O)N/C=C/c2ccco2)cc1,-3,14*,3,-0.9,12,5,0,-4,4,27
NC(=O)c1c(NC(=O)c2cccnc2)sc2c1CCCC2,.,-10,-8,-0.5,5,-1,6,5,-2,6
c1nc(NCC2CCCO2)c2[nH]cnc2n1 (stereo unspecified),1,0,4,-0.1,-1,-4,1,-4,2,1
Cc1ccc(SCc2ccc(C(=O)Nc3cccc([N+](=O)[O-])c3)cc2)cc1,-9,-1,1,-1.8,2,-2,3,-3,5,1
NS(=O)(=O)c1ccc(CCNC(=O)CSc2ccc3ccccc3c2)cc1,-14,-2,2,-0.3,1,6,4,1,0,8
CCC1CN(C(=O)N2CCC(C(=O)NCc3cccc(F)c3)CC2)c2ccccc2O1 (stereo unspecified),3,-1,0,1.6,3,-1,1,-9,-1,-6
COc1ccc(C(=O)NC2CCSc3ccccc32)cc1S(=O)(=O)N1CCOCC1 (stereo unspecified),1,-1,4,-1.4,-1,-2,4,3,1,4
Cc1nc2nc(SCC(=O)NCc3ccco3)nn2c(C)c1Cc1c(F)cccc1Cl,-2,3,2,0.4,-2,-2,5,-7,2,-4
CCOc1ccc(C(=O)NCC(=O)NNC(=O)c2cc(C)oc2C)cc1OCC,0,-2,2,-1.4,2,3,1,5,0,0
Cc1ccc(NC(=O)COC(=O)Cn2cnc3c2c(=O)n(C)c(=O)n3C)c(Cl)c1,6,0,3,-1.3,-1,0,0,2,-4,0
CC(=O)N1CCN(C(=O)c2cc(S(=O)(=O)N(C)c3ccc(F)cc3)ccc2Cl)CC1,4,-4,-5,0.3,6,3,0,-11,10,-2
O=C(NCCc1ccncc1)Nc1ccc(F)cc1,-3,-8,-1,-1.5,7,6,6,-1,-13,-1
C=CCn1c2ccccc2c2nnc(SCc3[nH]c(=O)[nH]c3C(=O)CCCCC(=O)OCC)nc21,-6,43*,0,-0.8,10,1,-6,-6,5,3
O=C(COc1ccc(Cl)cc1)Nc1ccccc1C(=O)NCc1ccco1,-29,5,-1,-2.9,0,3,-7,-3,-20,1
COc1ccc2c(c1)CCc1cn3nc(C)cc3nc1-2,-1,10,5,-0.7,-4,-1,0,3,-4,3
Cc1cc(OCc2nnc(SC(C)C(=O)O)n2Cc2ccccc2)ccc1Cl (stereo unspecified),.,3,2,-2.7,-5,1,-3,3,-12,32
COc1ccc(C(C(=O)NC2CCCCC2)N(C(=O)c2cccs2)c2ccc3c(c2)OCO3)cc1 (stereo unspecified),2,-2,-5,-0.2,1,1,0,-6,6,-1
Cc1ccc(S(=O)(=O)Nc2c(C)nc3nc(C)[nH]n3c2=O)cc1,2,0,-1,2.3,5,1,-4,-6,-2,3
SMILES,HTRA1 inhibitor,LEDGF integ inh,NR1D1 modulator,PG9 Ab binder,PRMT1 inh,UHRF1 binding,MBD2 inh,TCR-CD3 inh,ABHD4 inh,rCAG RNA binder
Cc1cc(C)n(-c2ccc(S(=O)(=O)N3CCOCC3)cc2[N+](=O)[O-])n1,7,2,-1,1.0,-2,-1,1,5,-1,0
CCN(CC)C(=O)c1cnn(-c2ccccc2)c1NC(=O)c1ccco1,4,0,-2,-1.4,0,2,-5,3,-6,0
O=C(Cc1cccs1)N1CCN=C1SCc1ccccc1F,3,1,-3,-0.3,3,1,-3,-4,-1,-1
CS(=O)(=O)N1CCCC(C(=O)Nc2ccc(F)cc2F)C1 (stereo unspecified),2,-2,1,-2.9,0,0,4,3,-2,-3
CCCN(CC(=O)Nc1ccccc1C)C(=O)c1ccc(C)c(S(=O)(=O)N2CCCCC2)c1,-5,0,-2,-0.7,2,-1,6,4,-1,-7
CCc1c(C)nc2ncnn2c1NCCc1ccc(OC)cc1,2,-6,1,-1.5,3,0,-1,2,3,-6
O=[N+]([O-])c1ccc(C(=S)N2CCN(c3ccc(F)cc3)CC2)cc1,-10,0,-4,-1.1,3,-3,-6,0,4,0
CCCn1c(SCC(=O)Nc2nc3c(s2)CCCC3)nc2c1c(=O)n(C)c(=O)n2C,0,5,7,-1.1,-4,3,-4,-4,-3,1
CCOC(=O)C1CCN(CC(=O)Nc2c(C(=O)OC)[nH]c3cccc(Cl)c23)CC1,-7,2,-4,-1.5,2,-1,14*,0,3,-5
CCc1cc2c(=O)n(CCC(C)C)c(=S)[nH]c2s1,-3,-1,-2,-0.1,10,3,8,-10,-4,2
Clc1ccc(C2[C@H]3CN(Cc4cccnc4)[C@H](c4ccccc4)C34CC2(c2cccnc2)C4)cn1 (stereo partly specified),-18,3,3,-2.2,0,2,-6,0,-1,-1
CCC(c1nnnn1C1CCCC1)N(Cc1cccs1)Cc1cc2cc(C)ccc2[nH]c1=O (stereo unspecified),0,4,-3,1.1,18,2,-1,-3,1,-1
O=c1[nH]c2cc3ccccc3cc2nc1-c1nnnn1Cc1ccccc1,.,-5,4,-3.4,1,-2,-4,-2,1,10
CCc1nccn1CCC(=O)NC1CCCc2c1cnn2-c1ccc(F)cc1F (stereo unspecified),3,0,-6,-2.3,-1,1,6,-2,2,-5
CC(NC(=O)Nn1cnnc1)(C(F)(F)F)C(F)(F)F,-6,1,1,-0.9,2,-2,0,5,-1,-3
CCC(=O)Nc1nnc(S(=O)(=O)N(C)c2cc(C)cc(C)c2)s1,1,-7,5,-0.6,7,4,7,-9,-14,3
CCCCS(=O)(=O)Nc1ccc(N2CCOCC2)c(S(=O)(=O)N2CCOCC2)c1,2,0,4,-0.9,-5,2,-2,-7,-4,-4
O=C1CN(S(=O)(=O)c2cc(Cl)ccc2Cl)CCN1,8,-8,1,0.8,6,0,-1,-11,3,-2
Cc1cc(C)n2c(SCc3ccccc3Cl)nnc2n1,-3,0,6,-0.8,-3,-3,-9,8,2,-5
COc1cc(OC)cc(C(=O)N[C@H](C(=O)OCC(=O)Nc2ccc(C(N)=O)cc2)C(C)C)c1,1,-2,0,-2.1,1,6,4,-2,1,-2
CCOC(=O)CCCCCC(=O)Nc1ccc2c(c1)C(=O)N([C@@H](C)CO)C[C@H](C)[C@H](CN(C)C(=O)Nc1ccc(C(F)(F)F)cc1)OCCCC[C@H](C)O2,-6,-3,-7,0.2,-2,-3,0,-1,-6,1
CCCCNC(=O)CCCn1c(=O)[nH]c2ccc(Br)cc2c1=O,7,-4,0,0.7,2,-1,3,-4,6,-3
O=C1C2C3C=CC(CC3)C2C(=O)N1c1ccc2c(c1)OCO2 (stereo unspecified),1,-6,5,1.3,0,1,0,6,8,1
N#CCCN(CCN1CCCC1)S(=O)(=O)c1ccc(-c2ccc([N+](=O)[O-])cc2)cc1,4,-3,-7,-0.7,0,4,4,1,8,-4
CCN1CCCC1CNCc1cccc(OC)c1OCc1ccccc1 (stereo unspecified),4,5,1,1.5,2,-1,-4,-5,-6,0
SMILES,HTRA1 inhibitor,LEDGF integ inh,NR1D1 modulator,PG9 Ab binder,PRMT1 inh,UHRF1 binding,MBD2 inh,TCR-CD3 inh,ABHD4 inh,rCAG RNA binder
Cc1ccc(CNC(=O)CCCn2nc(C)c3c(C)n(-c4ccccc4)nc3c2=O)cc1,1,-2,2,0.4,-2,2,-1,5,-3,-6
CC(=O)NC12CC3CC(C1)CC(C(=O)Nc1nccs1)(C3)C2,-3,-1,-6,-2.3,-1,-1,-2,6,-4,1
CC1CCN(C(=O)c2ccc3c(c2)OCCO3)CC1,-4,4,3,-1.0,-2,-3,0,1,-3,-1
CC(C)C[C@H](NC(=O)C1CC1)C(=O)N1CCC[C@H]1C(=O)NCc1ccccc1,.,0,-5,-2.2,-3,-1,1,2,-3,0
CC1CN(CCCCSc2ccccc2)CC(C)O1 (stereo unspecified),-8,2,2,-1.6,0,-1,1,6,-2,-8
Cc1cc(SCC(=O)OCC(=O)N2CCN(C(=O)c3ccco3)CC2)c(C)cc1Br,-8,4,3,-1.8,2,1,1,-1,-2,-3
COCCCNC(=O)Cc1ccc(S(=O)(=O)N2CCOCC2)s1,-5,-1,2,3.1,5,3,2,-2,-8,9

# Among those listed so far, eight contain a furan ring, fused or not.
SMILES,HTRA1 inhibitor,LEDGF integ inh,NR1D1 modulator,PG9 Ab binder,PRMT1 inh,UHRF1 binding,MBD2 inh,TCR-CD3 inh,ABHD4 inh,rCAG RNA binder
CN(C)C(=O)c1cn(-c2ccccc2)nc1-c1cc2ccccc2o1,-19,-1,2,-1.8,0,4,1,6,-6,-6
O=C(NCc1ccco1)c1cc(-c2ccccc2)nc2ccccc12,-11,5,-1,-2.9,0,-4,0,1,3,-1
Cc1ccc(NC(=O)N/C=C/c2ccco2)cc1,-3,14*,3,-0.9,12,5,0,-4,4,27
Cc1nc2nc(SCC(=O)NCc3ccco3)nn2c(C)c1Cc1c(F)cccc1Cl,-2,3,2,0.4,-2,-2,5,-7,2,-4
CCOc1ccc(C(=O)NCC(=O)NNC(=O)c2cc(C)oc2C)cc1OCC,0,-2,2,-1.4,2,3,1,5,0,0
O=C(COc1ccc(Cl)cc1)Nc1ccccc1C(=O)NCc1ccco1,-29,5,-1,-2.9,0,3,-7,-3,-20,1
CCN(CC)C(=O)c1cnn(-c2ccccc2)c1NC(=O)c1ccco1,4,0,-2,-1.4,0,2,-5,3,-6,0
Cc1cc(SCC(=O)OCC(=O)N2CCN(C(=O)c3ccco3)CC2)c(C)cc1Br,-8,4,3,-1.8,2,1,1,-1,-2,-3
